Screening results as filed in PubChem BioAssay.
Pin1 inh: blocks the human prolyl isomerase Pin1; Q13526; Pin1 FP peptide displacement, HiFluor488, 10 min; Potency, µM (doses to about 115 µM), for inactives: at the highest dose activity, negative = inhibition, usual class: inhibitors; 0.009% of 390,000 active; AID 504891; active means well fitted inhibition curve with a large enough effect in the polarisation, with a control signal flat, not every such curve was filed as active; inconclusive means small, poorly fitted or top-dose-only effect, or effect the other way, or a change in a side signal; inactive means no such curve, though single readings can be large or run the other way; the % refers to the polarisation; further: potency means the concentration at half of the fitted maximal effect; on the % scale 0 is the no-effect control and ±100 the full control effect
BAZ2B block: inhibitors of human BAZ2B bromodomain | AlphaScreen BAZ2B-H3K14Ac peptide displacement | Potency, µM (top dose mostly 114 µM), for inactives: at the top dose activity change, negative = inhibition, usual class: inhibitors | 4.4% of 360,000 active | Q9UIF8; further: potency means the concentration at half of the fitted maximal effect; on the % scale 0 is the no-effect control and ±100 the full control effect; nearly all actives have a fitted effect of over 60% in size
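Multi-concentration screen (max 110 uM) measuring displacement of acetylated histone H3 peptide from BAZ2B by AlphaScreen, using 50 nM protein, 50 nM peptide and 10 ug/mL streptavidin donor plus Ni-chelate acceptor beads.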
JMJD2A Tudor: JMJD2A Tudor domain (human) inhibition. O75164. AlphaScreen JMJD2A-Tudor / H3K4me3 peptide binding. Potency, µM (series often up to 114 µM), without a hit: top-dose activity change, negative = inhibition, actives largely listed as inhibitors. 4.4% of 390,000 active. AID 504339; further: potency means the concentration at half of the fitted maximal effect; on the % scale 0 is the no-effect control and ±100 the full control effect; nearly all actives have a fitted effect of over 50% in size
POLH inh: inhibitors of human DNA polymerase eta | Q9Y253 | recombinant Pol eta, fluorescent DNA replication assay | Potency, µM (series often up to 114 µM), without a hit: at the highest dose activity change, negative = inhibition, actives largely listed as inhibitors | 1.2% of 390,000 active | AID 588591; further: potency means the concentration at half of the fitted maximal effect; on the % scale 0 is the no-effect control and ±100 the full control effect
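Pol eta at 10 nM preincubated with compounds 15 min at room temperature; reaction started with fluorescent substrate (50 nM final) and read kinetically at 0 and 10 min.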
GLS inhibitor: blocks human kidney-isoform glutaminase activity; O94925; GLS enzymatic activity, qHTS titration; Potency, µM (titrated, usually from 45.5 µM), without a hit: top-dose activity change, negative = inhibition, usual class: inhibitors; 0.21% of 410,000 active; further: potency means the concentration at half of the fitted maximal effect; on the % scale 0 is the no-effect control and ±100 the full control effect
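hKGA; 45 mM KH2PO4 pH 8.2 + 0.02% Tween-20; cpd via pin tool; 1 mM Gln soln; GluOx/HRP/Amplex Red; RT 30 min; fluor. t0 & final.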
PI4K2A block: PI4K2A (human) kinase inhibition | Q9BTU6 | purified PI4K2A, ADP-Glo luminescence, 1 h; stronger effect = lower value | 0.13% of 420,000 active | activity change, negative = inhibition, % at 76.9 µM; in the data active means activity change below about -50%; inconclusive means mostly about -30% to -49%;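 further: -100% = wells without enzyme as full effect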
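PI4K2A activity was measured by ADP-Glo luminescence: enzyme (4 ug/mL stock) and phosphatidylinositol (1.2 mM stock) in Tris pH 7.5/MgCl2/EGTA/Triton X-100 buffer were reacted with ATP (300 microM stock) for one hour at ambient temperature.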
HP1b chromo inh: blocks HP1-beta chromodomain binding to methylated histone tails. AlphaScreen HP1-beta / biotin-H3K9me3 peptide binding. Potency, µM (doses to about 114 µM), for the others: at the highest dose activity change, negative = inhibition, hits mostly inhibitors. 0.56% of 390,000 active. AID 540317; further: potency means the concentration at half of the fitted maximal effect; nearly all actives have a fitted effect of over 70% in size; inactives centre near 23
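Compound inhibition of the preformed complex between 50 nM HP1-beta and 50 nM biotinylated H3K9me3 peptide was read by AlphaScreen. Buffer was PBS pH 7.4 with 0.01% Tween-20. Incubations ran 30 min at room temperature, with 10 ug/mL donor/acceptor beads.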
G9a inh: inhibitors of human histone lysine methyltransferase G9a. 8.8% of 350,000 active. G9a H3K9 monomethylation, AlphaScreen, 2 h. Q96KQ7. Potency, µM (series often up to 102 µM), without a hit: at the top dose activity, negative = inhibition, most hits filed as inhibitors; further: potency means the concentration at half of the fitted maximal effect; on the % scale 0 is the no-effect control and ±100 the full control effect; nearly all actives have a fitted effect of over 75% in size
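Compounds were preincubated with 20 nM G9a for 15 min, after which biotinylated H3K9 peptide (500 nM) and SAM (20 uM) started a 2 h room-temperature reaction. Monomethylated product was quantified by antibody-based AlphaScreen chemiluminescence.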
Tb PGK inh: blocks T. brucei phosphoglycerate kinase; 0.043% of 380,000 active; P07378; Potency, µM (titrated, usually from 57.5 µM), for inactives: at the highest dose activity change, negative = inhibition, hits mostly inhibitors; AID 602233; PGK/GAPDH coupled, Kinase-Glo luminescence, 60 min; further: potency means the concentration at half of the fitted maximal effect; on the % scale 0 is the no-effect control and ±100 the full control effect; nearly all actives have a fitted effect of over 60% in size
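Luminescent ATP detection (Kinase-Glo Plus) follows a 60-minute room-temperature incubation, with wells lacking PGK as controls. Buffer: 100 mM TEA (pH 7.6), 5 mM MgCl2, 0.01% Tween-20. Coupling enzyme GAPDH (100 nM final) supplies unstable 1,3-BPG in-well.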
* marks the source's active call; other numbers are inactive results; i = inactive; ? = inconclusive; / = no result given; & = joins results of further samples; [ ] = another dose, or the depositor's remark. Unless noted, the call rests on the fitted dose curve; in most records, active means well fitted curve in the direction sought with a large enough effect; inconclusive means small, poorly fitted or top-dose-only effect, or another doubt; inactive means no such curve, though single readings can be large; an effect the other way counts as inactive or inconclusive. These rows are one share of the data (hit frequency here may not be typical).

SMILES	Pin1 inh	BAZ2B block	JMJD2A Tudor	POLH inh	GLS inhibitor	PI4K2A block	HP1b chromo inh	G9a inh	Tb PGK inh
c1ccc(-c2nc(N3CCOCC3)cc(N3CCOCC3)n2)cc1	-8%	0%	-5%	-15%	-6%	2	27%	/	-7%
Cc1[nH]c2ccccc2c1/C=C(\C#N)C(=O)NCc1ccccc1	?	-8%	-9%	-13%	18%	-4	14%	-8%[59 µM]	-5%
Cc1c(Cl)cccc1NC(=S)NC1CC1	14%	-22%	4%	-22%	6%	0	40%[activator]	?	1%
Cc1c(Cc2ccccc2)[n+](=O)c2ccccc2n1[O-]	/	/	/	-11%	-9%	6	/	/	-2%
CCC(=O)Nc1c(-c2ccc3ccccc3c2)nc2ccccn12	0%	2%	5%	-9%	0%	-6	59%[activator]	24%	-2%
O=C(NNS(=O)(=O)c1ccccc1C(F)(F)F)c1cccc(S(=O)(=O)Nc2ccccc2Cl)c1	0%	-1%	-13%	-13%	-4%	-3	9%	?	3%
Cc1nnc(N2CCN(c3ccccc3F)CC2)c2c1nnn2Cc1ccccc1Cl	-7%	-2%	-17%	-12%	8%	-3	36%	2%[59 µM]	-1%
O=C(NCc1ccccn1)c1ccc(CNS(=O)(=O)c2cccc(Cl)c2)cc1	-17%	8%	-10%	-15%	1%	2	24%	-2%[59 µM]	-9%
COc1ccc(/C=C2\SC(=O)N(CC(=O)NC3C=CS(=O)(=O)C3)C2=O)cc1 (stereo not given)	0%	-4%	-3%	-4%	-23%	-11	47%[activator]	-4%	i
C=C(C(=O)Oc1c(C(C)(C)C)cccc1C(C)(C)C)c1ccccc1	3%	-2%	12%	-6%	-2%	0	70%[activator]	11%[2.33 µM]	-7%
CCCCc1c(O)nc(SCC(=O)N2CCOCC2)n(-c2ccccc2C)c1=O	-12%	-4%	-22%	-3%	-5%	1	33%	?	i
O=C(O)CNS(=O)(=O)c1ccc2c3c(cccc13)C(=O)N2	-14%	42%[activator]	28µM*	32µM*	-8%	-14	4%	/	-14%
CN1CCCN(Cc2ccccc2Br)CC1	-7%	?	0.89µM*	-13%	2%	1	?	22µM*	-2%
CCOC(=O)CCC(=O)c1c(C)oc2ccc(OC)cc12	-5%	6%	24%	1%	-6%	16	59%	-4%[12.7 µM]	-8%
CCOc1cc(C2c3c(-c4ccccc4O)n[nH]c3C(=O)N2CCc2ccccc2)ccc1O (stereo not given)	4%	?	-19%	-6%	7%	2	34%	0%[59 µM]	1%
Cc1ccc(Oc2ncnc(N)c2[N+](=O)[O-])cc1	4%	-8%	-10%	3%	-8%	-6	28%	27%	2%
Cc1nnc(NC(=O)CCn2cnc3ccccc3c2=O)s1	-3%	5%	2%	1%	5%	-1	13%	-2%	10%
CCc1ccc(-n2c(C)cc(/C=N/NC(=O)c3ccncc3)c2C)cc1	3%	40µM*	?	-20%	-9%	-4	-3%	/	-5%
O=C(c1cccc(N2C(=O)C3CC=CCC3C2=O)c1)N1CCCCCC1 (stereo not given)	-7%	1%	-25%	2%	-2%	0	12%	9%[59 µM]	i
Fc1ccc(-c2nnn3c2nc(NCc2ccccc2)c2ccccc23)cc1	-4%&2%	0%&0%	-14%&-13%	-5%&-22%	4%&5%	8&-7	-10%&14%	19%	-3%&0%
CC(NC(=O)CN(C)Cc1ccc(Br)cc1)c1ccccc1 (stereo not given)	-1%	-1%	12%	-5%	-2%	-4	16%	46%	-7%
Cc1cccc(C)c1NC(=O)C(=O)NCC(c1ccc2c(c1)OCO2)N1CCN(C)CC1 (stereo not given)	-4%	-1%	-1%	-18%	5%	-2	32%[57 µM]	6%[59 µM]	-1%
O=C(COC(=O)c1cnccn1)c1ccc(Br)cc1	-5%	/	-6%	0%	-10%	-1	43%[activator]	-12%[59 µM]	i
O=C(O)c1ccc(/C=N/Nc2ccc(S(=O)(=O)N3CCCC3)cc2[N+](=O)[O-])cc1	2%	-22%	?	0%	0%	-5	-37%	?	-6%
COc1cc(OC)cc(C(=O)Nc2ccc(S(=O)(=O)N3CCOCC3)cc2)c1	0%	0%	-2%	-16%	-1%	0	37%	2%	-3%

Quoted at random: 3 records from the list, in no set order.
SMILES	Pin1 inh	BAZ2B block	JMJD2A Tudor	POLH inh	GLS inhibitor	PI4K2A block	HP1b chromo inh	G9a inh	Tb PGK inh
CCc1ccc(-n2c(C)cc(/C=N/NC(=O)c3ccncc3)c2C)cc1	3%	40µM*	?	-20%	-9%	-4	-3%	/	-5%
COc1cc(OC)cc(C(=O)Nc2ccc(S(=O)(=O)N3CCOCC3)cc2)c1	0%	0%	-2%	-16%	-1%	0	37%	2%	-3%
Cc1nnc(NC(=O)CCn2cnc3ccccc3c2=O)s1	-3%	5%	2%	1%	5%	-1	13%	-2%	10%

(more compounds)
SMILES	Pin1 inh	BAZ2B block	JMJD2A Tudor	POLH inh	GLS inhibitor	PI4K2A block	HP1b chromo inh	G9a inh	Tb PGK inh
CC(C)CC(=O)NC(=S)Nc1nc(-c2cccc3ccccc23)cs1	2%	?	-24%	-3%	6%	-2	-21%	11%[0.501 µM]	-10%
COc1ccc(CN(C)C(=O)C2CSC3(C)CCC(=O)N23)c(OC)c1 (stereo not given)	/	/	/	-7%	-3%	-1	/	/	0%
COc1ccc(NC2CCCN(C(=O)c3ccc(CSC)o3)C2)cc1OC (stereo not given)	-6%	-36%	-21%	4%	5%	2	18%	-2%[59 µM]	1%
CN(CC(=O)NC1CC(C)(C)NC(C)(C)C1)S(=O)(=O)c1cc(Cl)ccc1Cl	-1%	-9%	-5%	-14%	-5%	-23	42%[activator]	-1%	5%
COc1ccc(-c2cc(C(=O)O)n(Cc3ccccc3)n2)cc1	0%	/	-17%	-14%	7%	-1	14%	9%[59 µM]	-6%
CCn1c2c(c(=O)n3ncc(C(=O)N4CCN(c5ccccc5)CC4)c13)CN(Cc1ccc(OC)cc1)CC2	8%	-5%	-17%	-15%	-13%	-4	39%[activator][57 µM]	-14%[59 µM]	2%
Cn1c(CSCc2ccc(Cl)c(Cl)c2)n[nH]c1=S	-4%	-8%	89µM*	-14%	77%[activator]	0	-6%	?	-1%
O=C(c1cccc(S(=O)(=O)Nc2ccccc2Cl)c1)N1CCCCCC1	-1%	-3%	-9%	-15%	14%	1	13%	-4%	2%
Cc1ccc(OCCNC(=O)c2ccc(NC(=O)CC3SC(N4CCCC4)=NC3=O)cc2)cc1 (stereo not given)	-2%	-15%	-17%	-3%	-5%	3	10%	-6%[59 µM]	-5%
Cc1ccc(S(=O)(=O)Nc2ccc3nc(-c4cccn4C)[nH]c3c2)cc1	-2%	40µM*	16µM*	-29%	-35%	-4	45µM*	-25%[12.7 µM]	2%
CCCc1cc(=O)oc2c(C)c(OCC(=O)N3CCC(C(=O)O)(c4ccccc4)CC3)ccc12	0%	-7%	-8%	-16%	6%	-1	8%	7%	-9%
COc1cccc(/C=C2\SC(=S)N(CC(=O)N(C)C3CCS(=O)(=O)C3)C2=O)c1 (stereo not given)	-1%	-5%	?	-5%	6%	0	-2%	/	4%
Cc1ccccc1N(Cc1ccccc1F)S(C)(=O)=O	1%	-3%	-10%	4%	-18%	-2	17%	15%[59 µM]	-9%
CCOC(=O)c1c(C)nc2c(c1-c1ccc(OC)cc1)C(=O)CC(C)(C)C2	5%	-29%	-15%	1%	-7%	-12	18%	1%	-4%
C[C@]12c3[nH]c4cc(-c5ccco5)ccc4c3CCN1C(=O)[C@@H](CC(=O)NCCc1ccccn1)C[C@@H]2C(=O)N1CCCCC1	9%	/	?	-9%	17%	-8	-9%	/	5%
CCN(Cc1ccccc1)C(=O)CCS(=O)(=O)c1cc(Br)cc2c1N(C(=O)C1CC1)CC2	0%	-33%	-14%	12%	0%	-2	3%	-17%[59 µM]	i
Cc1cccc(N(C)C(=O)Cn2cnc3nc4c(cc3c2=O)CCCC4)c1	7%	-5%	-12%	-17%	-5%	2	9%[57 µM]	0%[59 µM]	-5%
COc1cc(OC)c2c(-c3cccc(-c4ccc(C#N)cc4)c3)cc(=O)oc2c1	20%	/	-12%	3%	11%	-2	26%	27%	i
Cc1nc(C(=O)Nc2ccc(Cl)cc2)sc1C1(C)CC(c2cccc([N+](=O)[O-])c2)=NO1 (stereo not given)	-3%	/	-21%	-12%	-1%	-2	44%[activator]	/	i
CC(=O)c1cccc(NC(=O)c2sc3nc4c(cc3c2N)CCCC4)c1	-3%	?	-1%	79µM*	4%	-3	37%	2%[59 µM]	-7%
NC(=O)c1ccc(N2CCCCC2)c(N2C(=O)CCC2=O)c1	1%	-8%	-3%	5%	3%	24	16%	?	-5%
COc1cccc(/C=C/c2nc(C#N)c(NCCc3ccc(OC)c(OC)c3)o2)c1	15%	-33%	-24%	-20%	11%	-3	-1%	-39%[59 µM]	8%
O=C(CSCc1nc2c(nnn2Cc2ccc(F)cc2)c(=O)[nH]1)Nc1cccc(C(F)(F)F)c1	-2%	?	-13%	-15%	-9%	-6	40%	1%	i
COc1ccc(NC(=O)c2cc(S(=O)(=O)N3CCc4ccccc43)cn2C)cc1OC	1%	?	?	-10%	-8%	-4	-8%	?	i
O=C(CSc1ccc(-c2ccccc2)nn1)NC1CCCC1	-2%	-7%	-3%	0%	8%	3	17%	/	-4%
Cc1ccccc1NC(=O)c1c(NC(=O)C(F)(F)F)sc2c1CCCCC2	-3%	-14%	-21%	-29%	8%	-6	13%	8.9µM*	-14%
CCOC(=O)c1oc2cc(O)c(CC)cc2c(=O)c1-c1ccc2c(c1)OCCO2	?	5%	-33%	-6%	3%	4	14%	3%[59 µM]	-5%
Cn1c(N)cc(=O)n(C)c1=S	-1%	/	-5%	-6%	3%	4	14%	/	7%
